MITF primary – human MITF inhibition, primary screen; AID 1259374; inhibition, % at 2.6 µM; O75030; AlphaScreen MITF homodimerization, bead proximity signal; 650,000 tested, 0.91% active; in the data active means inhibition above about 50%;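 further: 0% = vehicle wells with protein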
Target sequence (O75030 whole entry, looked up): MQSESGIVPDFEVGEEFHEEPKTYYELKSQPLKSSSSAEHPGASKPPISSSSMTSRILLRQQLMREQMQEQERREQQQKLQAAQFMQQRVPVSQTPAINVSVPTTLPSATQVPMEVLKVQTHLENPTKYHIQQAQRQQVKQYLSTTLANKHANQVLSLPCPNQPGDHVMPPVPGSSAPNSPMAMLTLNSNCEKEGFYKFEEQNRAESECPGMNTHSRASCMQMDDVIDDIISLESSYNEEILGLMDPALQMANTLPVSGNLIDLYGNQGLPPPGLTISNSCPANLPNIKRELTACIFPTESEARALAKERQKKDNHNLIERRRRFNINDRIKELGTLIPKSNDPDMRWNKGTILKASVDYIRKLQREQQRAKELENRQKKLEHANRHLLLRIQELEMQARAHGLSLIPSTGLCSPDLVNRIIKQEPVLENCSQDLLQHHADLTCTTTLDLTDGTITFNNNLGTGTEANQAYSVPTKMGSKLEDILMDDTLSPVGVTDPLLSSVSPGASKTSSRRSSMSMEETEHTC
GPR151 ag – human GPR151 activation. Q8TDV0. PathHunter beta-arrestin GPR151 cells, luminescence. activation, % at 11.2 µM. 650,000 tested, 1% active. AID 1508602; in the data active means activation above about 4.9%;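 further: 0% = median of compound wells and 100% = cells with positive control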
Target sequence (Q8TDV0 whole entry, looked up): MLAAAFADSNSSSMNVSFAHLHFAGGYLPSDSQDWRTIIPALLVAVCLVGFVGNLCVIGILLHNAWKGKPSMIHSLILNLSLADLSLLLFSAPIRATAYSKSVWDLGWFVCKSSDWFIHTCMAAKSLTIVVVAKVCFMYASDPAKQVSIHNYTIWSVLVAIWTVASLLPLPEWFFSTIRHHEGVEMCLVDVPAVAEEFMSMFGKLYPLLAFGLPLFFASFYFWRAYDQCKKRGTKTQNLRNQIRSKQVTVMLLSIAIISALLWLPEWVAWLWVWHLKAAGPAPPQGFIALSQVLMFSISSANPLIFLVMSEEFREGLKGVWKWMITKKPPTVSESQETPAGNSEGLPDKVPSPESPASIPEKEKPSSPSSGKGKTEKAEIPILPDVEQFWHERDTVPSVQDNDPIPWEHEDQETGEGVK
TEAD-YAP block – TEAD-YAP interaction inhibition; HEK-TIYL cells, TEAD-Gal4/YAP UAS-luciferase luminescence; inhibition, % at 9.12 µM; 640,000 tested, 1.4% active; AID 1259422; in the data active means inhibition above about 32%;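 further: 0% = median of test compound wells and 100% = reference inhibitor wells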
FBW7 activator – activators of human E3 ligase FBW7; 650,000 tested, 0.13% active; AID 1259310; AlphaScreen FBW7–phospho-cyclin E peptide binding, activator screen; Q969H0; normalized activity (activation), % at 26.1 µM; in the data active means normalized activity above about 1.9%;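 further: purified mutant Fbw7 with reduced substrate affinity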
* marks the source's active call; other numbers are inactive results; & = joins results of further samples. An unsorted share of the library. About 3.4% of those tested had a hit in this group.

What do the screens show for `O=C(Cn1nc(-c2ccccc2)ccc1=O)NCC1COCCO1` (stereo not given)?
MITF primary: 1; GPR151 ag: -0.2; TEAD-YAP block: -10; FBW7 activator: -0.1

How did Cc1nnc2sc(-c3cccc(NC(=O)c4ccccc4F)c3)nn12 do in these assays?
MITF primary: -4; GPR151 ag: 1.3; TEAD-YAP block: 12; FBW7 activator: -0.1

How did COc1cc2nc(Nc3cccc(N(C)C)c3)nc(NC3CC3)c2cc1OC do in these assays?
MITF primary: 31; GPR151 ag: 0.3; TEAD-YAP block: 22; FBW7 activator: -0.4

How did CCOC(=O)C1=C(c2ccccc2)NC(=O)NC1c1ccc(OC)c(O)c1 (stereo not given) do in these assays?
MITF primary: 7; GPR151 ag: -0.7; TEAD-YAP block: 7; FBW7 activator: 0.1

What do the screens show for `N#C/C(=C\c1ccc([N+](=O)[O-])cc1)c1nc(-c2ccc(Cl)c(Cl)c2)cs1`?
MITF primary: -3; GPR151 ag: 2.5; TEAD-YAP block: -1; FBW7 activator: -0.1

Results for COCCn1c(SCC(=O)Nc2nc(C)c(C)s2)nc2cccnc21 ?
MITF primary: 7; GPR151 ag: 0.9; TEAD-YAP block: -25; FBW7 activator: -0.1

Results for CCn1c(SCC(=O)N2CCc3ccccc32)nnc1-c1cccnc1 ?
MITF primary: 0; GPR151 ag: -0.2; TEAD-YAP block: 0; FBW7 activator: 0.0

Results for Cc1ccc(S(=O)(=O)Nc2ccc(O)c(C(C(=O)OC(C)C)C(=O)C(F)(F)F)c2)c(C)c1 (stereo not given) ?
MITF primary: -8; GPR151 ag: 0.4; TEAD-YAP block: 1; FBW7 activator: 0.2

How did O=[N+]([O-])c1ccc(/C=N\NC(=S)Nc2ccccc2)cc1 do in these assays?
MITF primary: 2; GPR151 ag: 1.3; TEAD-YAP block: -13; FBW7 activator: -0.1

Results for Cc1cc(OCC(=O)Nc2nncs2)ccc1[N+](=O)[O-] ?
MITF primary: 2; GPR151 ag: 2.9; TEAD-YAP block: -24; FBW7 activator: -0.1

What do the screens show for `COc1cc(Br)cc2cc(C(=O)Nc3cccc(F)c3)c(=O)oc12`?
MITF primary: 0; GPR151 ag: -1.5; TEAD-YAP block: 7; FBW7 activator: -0.1

How did CCOC(=O)c1c(C)[nH]c(C(=O)COC(=O)c2nc3nc(C)cc(C)n3n2)c1C do in these assays?
MITF primary: 14; GPR151 ag: 0.0; TEAD-YAP block: 0; FBW7 activator: 0.1

Results for CC(C)C(=O)Nc1cccc(NC(=O)C(Cl)(Cl)Cl)c1 ?
MITF primary: 7; GPR151 ag: 0.8; TEAD-YAP block: 7; FBW7 activator: -0.1

Results for O=C(CSc1nnnn1-c1cccc(Cl)c1)Nc1ccc2c(c1)OCO2 ?
MITF primary: 10; GPR151 ag: 1.0; TEAD-YAP block: -4; FBW7 activator: -0.1

How did CC(C)NC(=O)N(CCN(C)C)C1CCN(Cc2ccccc2S(C)(=O)=O)CC1 do in these assays?
MITF primary: 17; GPR151 ag: 1.9; TEAD-YAP block: -1; FBW7 activator: 0.4

Results for CCOc1ccc(NC(=O)CSc2nnnn2C2CCCC2)cc1 ?
MITF primary: -4; GPR151 ag: 0.6; TEAD-YAP block: 14; FBW7 activator: 0.1

What do the screens show for `CCC(Sc1c[nH]c2ccccc12)C(=O)O` (stereo not given)?
MITF primary: -2; GPR151 ag: 5.5*; TEAD-YAP block: -5; FBW7 activator: -0.2

What do the screens show for `COc1ccc(C(=O)CSc2nnc(NC3CCCCC3)s2)c(OC)c1`?
MITF primary: 8; GPR151 ag: -0.1; TEAD-YAP block: 3; FBW7 activator: 0.3

Results for Cc1ccccc1-n1c(=S)sc2c1nc(SCc1cc(=O)n3cc(Cl)ccc3n1)n1c3ccccc3nc21 ?
MITF primary: 15; GPR151 ag: 1.0; TEAD-YAP block: 1; FBW7 activator: 0.3

Results for CC(O)c1ccc(Oc2cnccn2)cc1 (stereo not given) ?
MITF primary: 9; GPR151 ag: -0.1; TEAD-YAP block: 9; FBW7 activator: 0.5

Results for O=C(NCCCN1CCCCC1CO)c1cc(COc2ccc3ncccc3c2)on1 (stereo not given) ?
MITF primary: -10; GPR151 ag: 0.1; TEAD-YAP block: -30; FBW7 activator: -0.1

Results for O=[N+]([O-])c1ccc2c(c1)C=C1CCCC=C1O2 ?
MITF primary: 9; GPR151 ag: -1.0; TEAD-YAP block: 6; FBW7 activator: 0.2

Results for CCc1cc2c(C)c(CC)c(=O)oc2cc1O ?
MITF primary: 11; GPR151 ag: -0.3; TEAD-YAP block: 3; FBW7 activator: 0.1

How did COc1ccccc1NC(=O)Cc1ccc(F)cc1 do in these assays?
MITF primary: 2; GPR151 ag: 1.1; TEAD-YAP block: -10; FBW7 activator: -0.1

Results for O=C(CN1CCC(n2nnc3cc(C(F)(F)F)ccc32)CC1)N1CCc2ccccc21 ?
MITF primary: 0; GPR151 ag: 0.4; TEAD-YAP block: 6; FBW7 activator: 0.0

How did O=C1CC(N2CCCCC2)C(=O)N1c1ccc(N2CCCCC2)cc1 (stereo not given) do in these assays?
MITF primary: 2; GPR151 ag: -0.1; TEAD-YAP block: 2; FBW7 activator: 0.0

What do the screens show for `CCc1ccc(OC(=O)c2cccc(C(=O)Oc3ccc(CC)cc3)n2)cc1`?
MITF primary: 12; GPR151 ag: 1.1; TEAD-YAP block: 2; FBW7 activator: 0.1

How did COc1cc(-c2cnc3c(NCC4CC4)nccn23)cc(OC)c1OC do in these assays?
MITF primary: 9; GPR151 ag: -0.7; TEAD-YAP block: -3; FBW7 activator: -0.6

How did O=C(Nc1ccccc1C(=O)N1CCCC1)c1cccc(S(=O)(=O)N2CCCCC2)c1 do in these assays?
MITF primary: 6; GPR151 ag: -0.4; TEAD-YAP block: -10; FBW7 activator: 0.0

Results for COc1cccc(C2CC(=O)N3CN(c4ccccc4)CSC3=C2C#N)c1 (stereo not given) ?
MITF primary: 8; GPR151 ag: -0.3; TEAD-YAP block: -2; FBW7 activator: 0.0

What do the screens show for `CCN(CC(=O)N/N=C\c1ccccc1)c1ccccc1`?
MITF primary: -11; GPR151 ag: 0.5; TEAD-YAP block: -3; FBW7 activator: 0.0

Results for Cc1ccc(C)c(S(=O)(=O)N2CCCC(CNC(=O)c3cc(C)on3)C2)c1 (stereo not given) ?
MITF primary: 1; GPR151 ag: 0.2; TEAD-YAP block: -2; FBW7 activator: 0.0

What do the screens show for `CCOC(=O)C1CCN(S(=O)(=O)c2ccc(C(C)=O)cc2)CC1`?
MITF primary: 5; GPR151 ag: -0.8; TEAD-YAP block: 9; FBW7 activator: 0.0

What do the screens show for `O=S(=O)(Nc1cccc(Cl)c1)c1ccc(-n2cccn2)cc1`?
MITF primary: -1; GPR151 ag: 1.4; TEAD-YAP block: 6; FBW7 activator: 0.1

Results for COc1ccc2c(c1OC)C(=O)N1N=C(c3ccc(O)cc3)CC21 (stereo not given) ?
MITF primary: 7; GPR151 ag: 1.2; TEAD-YAP block: 10; FBW7 activator: 0.1

How did COc1ccc(NC(=S)NC(=O)c2cncc(Br)c2)cc1 do in these assays?
MITF primary: -3; GPR151 ag: -0.6; TEAD-YAP block: -13; FBW7 activator: 0.0

At a glance, some entries already given:
Results for O=C(CN1CCC(n2nnc3cc(C(F)(F)F)ccc32)CC1)N1CCc2ccccc21 ?
MITF primary: 0; GPR151 ag: 0.4; TEAD-YAP block: 6; FBW7 activator: 0.0

How did O=C1CC(N2CCCCC2)C(=O)N1c1ccc(N2CCCCC2)cc1 (stereo not given) do in these assays?
MITF primary: 2; GPR151 ag: -0.1; TEAD-YAP block: 2; FBW7 activator: 0.0

What do the screens show for `CCc1ccc(OC(=O)c2cccc(C(=O)Oc3ccc(CC)cc3)n2)cc1`?
MITF primary: 12; GPR151 ag: 1.1; TEAD-YAP block: 2; FBW7 activator: 0.1

How did COc1cc(-c2cnc3c(NCC4CC4)nccn23)cc(OC)c1OC do in these assays?
MITF primary: 9; GPR151 ag: -0.7; TEAD-YAP block: -3; FBW7 activator: -0.6

How did O=C(Nc1ccccc1C(=O)N1CCCC1)c1cccc(S(=O)(=O)N2CCCCC2)c1 do in these assays?
MITF primary: 6; GPR151 ag: -0.4; TEAD-YAP block: -10; FBW7 activator: 0.0

Results for COc1cccc(C2CC(=O)N3CN(c4ccccc4)CSC3=C2C#N)c1 (stereo not given) ?
MITF primary: 8; GPR151 ag: -0.3; TEAD-YAP block: -2; FBW7 activator: 0.0

What do the screens show for `CCN(CC(=O)N/N=C\c1ccccc1)c1ccccc1`?
MITF primary: -11; GPR151 ag: 0.5; TEAD-YAP block: -3; FBW7 activator: 0.0

Results for Cc1ccc(C)c(S(=O)(=O)N2CCCC(CNC(=O)c3cc(C)on3)C2)c1 (stereo not given) ?
MITF primary: 1; GPR151 ag: 0.2; TEAD-YAP block: -2; FBW7 activator: 0.0

New compounds follow
What do the screens show for `Cc1cc(C)n(CC(=O)N/N=C/c2ccc([N+](=O)[O-])cc2)n1`?
MITF primary: 19; GPR151 ag: -0.8; TEAD-YAP block: 8; FBW7 activator: 0.1

How did CON/C=N/c1nccc(-c2cccs2)n1 do in these assays?
MITF primary: -5; GPR151 ag: -1.1; TEAD-YAP block: -3; FBW7 activator: 0.2

Results for CC(C)COc1ccc(C(=O)Nc2ccc(S(=O)(=O)Nc3nccs3)cc2)cc1 ?
MITF primary: -5; GPR151 ag: 0.4; TEAD-YAP block: -3; FBW7 activator: -0.1

Results for O=C1Nc2ccccc2/C1=N\N=C1/SCC(=O)N1c1ccc(O)cc1 ?
MITF primary: 7; GPR151 ag: 3.3; TEAD-YAP block: 50*; FBW7 activator: 0.1

Results for Cc1ccc(-c2nc(CS(=O)(=O)CC(=O)NCCN(C)C3CCCCC3)c(C)o2)cc1 ?
MITF primary: 22; GPR151 ag: -0.4; TEAD-YAP block: 3; FBW7 activator: 0.5

What do the screens show for `COc1ccc(CN2CCC(N3CC(C)OC(C)C3)CC2)cc1OC` (stereo not given)?
MITF primary: 63*; GPR151 ag: -0.2; TEAD-YAP block: 1; FBW7 activator: -0.1

Results for CCOc1ccc(C2NC(=O)NC(C)=C2C(=O)N(C)C)cc1 (stereo not given) ?
MITF primary: 0; GPR151 ag: -0.2; TEAD-YAP block: 6; FBW7 activator: -0.1

How did CCOc1ccc(C2Nn3c(C)nnc3SC2C(=O)Nc2ccc(F)c(Cl)c2)cc1 (stereo not given) do in these assays?
MITF primary: -5; GPR151 ag: 0.2; TEAD-YAP block: 10; FBW7 activator: -0.1

What do the screens show for `CN(C)c1ccc(/C=N/NC(=O)c2cc([N+](=O)[O-])ccc2O)cc1`?
MITF primary: 0; GPR151 ag: -8.8; TEAD-YAP block: -5; FBW7 activator: 0.1

What do the screens show for `COC(=O)c1cccc(S(=O)(=O)N(CCO)Cc2cc3cc(C)c(C)cc3[nH]c2=O)c1`?
MITF primary: -2; GPR151 ag: -0.3; TEAD-YAP block: -21; FBW7 activator: 0.1

What do the screens show for `CCOc1ccc(NC(=S)NC(=O)COc2ccccc2)cc1`?
MITF primary: 2; GPR151 ag: 1.2; TEAD-YAP block: -25; FBW7 activator: 0.0

How did CCOCCCn1c(SCC(=O)Nc2ccccc2CC)nc2ccccc2c1=O do in these assays?
MITF primary: 9; GPR151 ag: 0.7; TEAD-YAP block: 0; FBW7 activator: 0.1

How did CCCCN(CCCC)c1ncnc2c1cnn2-c1ccc(Cl)cc1 do in these assays?
MITF primary: 8; GPR151 ag: 0.5; TEAD-YAP block: -4; FBW7 activator: 0.1

Results for O=C(Nc1ccc(I)cc1C(=O)NCc1cccnc1)c1ccco1 ?
MITF primary: 16; GPR151 ag: 1.0; TEAD-YAP block: -5; FBW7 activator: 0.1

What do the screens show for `CS(=O)(=O)c1ccc(C(=O)OC2CCOC2=O)cc1[N+](=O)[O-]` (stereo not given)?
MITF primary: 19; GPR151 ag: 2.8; TEAD-YAP block: 0; FBW7 activator: -0.2

Results for COc1ccc(-c2cccc(C(=O)NCc3nc4ccccc4[nH]3)n2)cc1 ?
MITF primary: -11; GPR151 ag: -2.5; TEAD-YAP block: 15; FBW7 activator: -0.1

How did O=C(CS(=O)(=O)c1ccccc1)Nc1nc(-c2nc3ccccc3s2)cs1 do in these assays?
MITF primary: 11; GPR151 ag: 2.4; TEAD-YAP block: -40; FBW7 activator: -0.1

Results for CCOC(=O)C1=C(C)NC2=C(C(=O)CC(c3cccs3)C2)C1c1ccc(C)o1 (stereo not given) ?
MITF primary: -5&6; GPR151 ag: -0.1&0.2; TEAD-YAP block: 4&7; FBW7 activator: -0.3&0.1

How did CC(O)CNc1nc2c(c(=O)[nH]c(=O)n2C)n1CCCOc1ccccc1 (stereo not given) do in these assays?
MITF primary: -2; GPR151 ag: -0.1; TEAD-YAP block: -6; FBW7 activator: -0.1

Results for Cc1ccc(S(=O)(=O)C(CNC(=O)CC(C)C)c2ccco2)cc1 (stereo not given) ?
MITF primary: 0; GPR151 ag: 0.0; TEAD-YAP block: -8; FBW7 activator: -0.2

Results for Cc1cccc(N(CC(=O)N2CCCCCC2)S(=O)(=O)c2ccccc2)c1C ?
MITF primary: 12; GPR151 ag: -1.2; TEAD-YAP block: 4; FBW7 activator: -0.1

How did COc1ccc(C(=O)Nc2c(C)nc3ccccn3c2=O)c(OC)c1 do in these assays?
MITF primary: -1; GPR151 ag: -0.3; TEAD-YAP block: -14; FBW7 activator: 0.0

Compound activity deposited in PubChem by The Scripps Research Institute Molecular Screening Center.
